Screens deposited in PubChem by Emory University Molecular Libraries Screening Center.
14-3-3 PPI: modulators of 14-3-3 gamma protein binding, primary screen, biochemical, fluorescence polarization; inhibition, % at 40 µM; 160,000 compounds, 0.19% hits; AID 422, 2006; FP, 14-3-3gamma / TMR-pS259-Raf peptide binding; in the data active = inhibition above about 30%;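 note: 0% = protein plus tracer without compound and 100% = blank with tracer alone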
Target sequence (P61981 whole entry, looked up): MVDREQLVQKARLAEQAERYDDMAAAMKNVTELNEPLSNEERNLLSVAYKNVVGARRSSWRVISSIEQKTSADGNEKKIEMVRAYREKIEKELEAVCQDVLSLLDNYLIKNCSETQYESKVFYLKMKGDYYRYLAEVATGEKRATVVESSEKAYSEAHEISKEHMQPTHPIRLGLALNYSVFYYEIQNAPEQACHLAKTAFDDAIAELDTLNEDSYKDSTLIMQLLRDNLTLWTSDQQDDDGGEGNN
The depositor's hits bear a star; & = joins results of further samples. An excerpt, so the mix of outcomes need not match the whole.

SMILES	14-3-3 PPI
Cc1cc(C)c(NC(=O)C(C)N2C(=O)c3ccccc3C2=O)c(C)c1 (stereo not given)	-8
CCN(CC)c1nc(C)nc2sc(C(=O)Nc3ccc(C)c(F)c3)c(C)c12	8
COC(=O)C(C)n1cnc2c(nnn2-c2ccc(OC)cc2)c1=O (stereo not given)	-2
O=C(CSc1nccn1-c1ccc(Cl)cc1)Nc1ccc([N+](=O)[O-])cc1	5
NC(=O)COc1cc2oc(=O)c3c(c2cc1Cl)CCC3	-17
Cc1cccc(C(=O)NC(NCCOC23CC4CC(CC(C4)C2)C3)(C(F)(F)F)C(F)(F)F)c1	2
CC(C)N1CCC2(CC1)N=C(c1ccc(Cl)cc1)CC(c1cc(Br)ccc1O)N2 (stereo not given)	-2
CC(=O)c1c(N2CCOCC2)nc2ccc(Br)cc2c1-c1ccccc1	0
Cc1cc2nnc(SCc3ccc(F)cc3)n2c2ccccc12	-2
Cc1ccc(-n2cc(-c3ccc(Br)cc3)[nH]c2=S)cc1	4
CCOC(=O)CN(Cc1ccc(F)cc1)S(=O)(=O)c1ccc(Br)cc1	-1
O=C(c1nn2c(c1Cl)NC(c1ccc(F)cc1)CC2C(F)(F)F)N1CCCCC1 (stereo not given)	4
Cc1cccc(OCC(=O)Nc2ccc(C)cc2Br)c1	-3
COc1ccc(N2C(=O)CC(N3CCC(O)(c4cccc(C(F)(F)F)c4)CC3)C2=O)cc1 (stereo not given)	-7
COc1ccc(-n2c(N)c(C#N)c3nc4ccccc4nc32)cc1	-4
COc1ccccc1CC(=O)N1CC(=O)N(CCc2ccccc2)C(=O)C1	-14
CN(C(=O)c1coc(=O)c2ccccc12)c1cccc(Cl)c1	-6
CC(=O)c1c(N2CCN(C(=O)c3ccco3)CC2)nc(=S)n(-c2ccccc2)c1C	-6
CCOC(=O)C1CCCN(C(=O)c2c(-c3ccccc3)noc2C)C1 (stereo not given)	-8
Cc1ccc(Cl)cc1NC(=O)CN(c1cccc(C)c1C)S(=O)(=O)c1ccccc1	2

An excerpt of these results, with each value named.
CN(C(=O)c1coc(=O)c2ccccc12)c1cccc(Cl)c1
  14-3-3 PPI: -6

CC(=O)c1c(N2CCN(C(=O)c3ccco3)CC2)nc(=S)n(-c2ccccc2)c1C
  14-3-3 PPI: -6

Later entries:
SMILES	14-3-3 PPI
O=C1CCCc2oc3c(Br)cc(NS(=O)(=O)c4cccc([N+](=O)[O-])c4)cc3c21	3
CCc1nc(SCc2ccc(OC)cc2)n[nH]1	1
Cc1ccc(C2CC(=O)NC3=C2C(=O)CCC3)cc1Br (stereo not given)	-5
COc1ccc(C(=O)O)cc1S(=O)(=O)N(C)CCc1cccnc1	0
COc1ccc(CN2C(=O)c3ccccc3C2C(=O)NCCCN2CC(C)CC(C)C2)cc1 (stereo not given)	-8
COc1cccc(NC2=C(Cl)C(=O)N(c3ccc(Br)cc3)C2=O)c1	-10
COc1ccc(Cl)cc1NC(=O)c1c(NCc2ccc(OC)c(OC)c2)sc2c1CCC2	-203
CCOc1ccccc1C1Nc2ccccc2NC2=C1C(=O)CC(c1cccs1)C2 (stereo not given)	-6
NS(=O)(=O)c1ccc(NC(=O)CSc2ncn[nH]2)cc1	1
COc1ccc(Cn2nnc3c(=O)[nH]c(C4CCN(C(=O)c5ccccc5Cl)CC4)nc32)cc1	-3
Cc1nnc(-c2ccccc2)nn1	86*
CC(=O)N1CCN(Cc2cc(=O)n3cc(Cl)c(C)c(Cl)c3n2)CC1	-4
Clc1ccc(-c2csc(-c3cccnc3)n2)cc1	-11
CCCCCn1c(CN2CCN(C(=O)OCC)CC2)nc2c1c(=O)[nH]c(=O)n2C	0
Cc1ccccc1CSc1nc2ccccc2c(=O)n1CCC(=O)N1CCCCC1	1
CCCCNC(=O)CCS(=O)(=O)c1cccc2nsnc12	2
CCOc1ccccc1N1C(=O)c2ccc(C(=O)O)cc2C1=O	4
Cc1c(Cl)cccc1NC(=O)CN(CCc1ccccc1)S(=O)(=O)c1ccccc1	0
O=C(Nc1ccc(F)cc1)c1cc(S(=O)(=O)NC2CCCC2)ccc1F	-6
COc1cccc2c1OC13CCCC1C2NC(=S)N3c1cccc(SC)c1 (stereo not given)	-5
c1cc(CNC2=NCCCCC2)ccn1	-3
CC(C)Cn1cc(C(=O)N2CCN(c3cccc(C(F)(F)F)c3)CC2)c2c3ccccc3n(C)c2c1=O	8
O=C(c1cc(-c2ccccc2)on1)N1CCN(C(=O)c2ccco2)CC1	-10
CCOc1cccc(NC(=O)C2CC(=O)N(C)C(=Nc3ccccc3)S2)c1 (stereo not given)	1&-19
Cc1cc2ccccc2c(=O)n1CC(=O)NCC(=O)Nc1ccc2c(c1)OCCO2	-5
Cc1ccc2nc(C)nc(-c3ccccc3)c2c1	-3
CCOC(=O)CSC1=C(C#N)C(c2ccc(C)cc2)C(C(=O)OC)C(=O)N1 (stereo not given)	13
COC1(c2ccccc2)NC(=S)NN=C1c1ccccc1 (stereo not given)	-5
COc1ccc(-c2nnc(SC(C)C(=O)Nc3ccc4c(c3)OCCO4)o2)cc1 (stereo not given)	-7
CC1=C(C)CC(C(=O)Nc2ccc(N3C(=O)c4ccccc4C3=O)cc2)C(C(=O)O)C1 (stereo not given)	-5
CCc1cccc(CC)c1N(COC)C(=O)Cn1cnc2ccccc21	-2
N=c1n(CCN2CCOCC2)c2ccccc2n1CC(=O)c1ccc(Cl)c(Cl)c1	0
Cc1csc2c(C#N)c(=O)c3c(n12)CCC3	2
COc1ccc(-c2cc(C(=O)N3CCCC3)no2)cc1	-1
CNC(=O)C1=C(C)NC(=S)NC1c1cccs1 (stereo not given)	-16
COC(=O)C(CC(C)C)NC(=O)CSc1nnc2c(n1)[nH]c1ccccc12 (stereo not given)	1
c1ccc(C2(CNc3ccccn3)CCCC2)cc1	-3
CCN(CC)CCNc1ncnc2ccc(Br)cc12	-3
CCCN(CCC)C(=O)C1CCCN(S(=O)(=O)c2cccc3nsnc23)C1 (stereo not given)	0
Cc1cc(C)c2c(N)c(S(=O)(=O)c3ccccc3)sc2n1	-1
Cc1ccc(C(C(=O)Nc2ccc(C(C)C)cc2)N(C)C(=O)Cc2c[nH]c3ccccc23)cc1 (stereo not given)	-17
Cc1ccc(C)c(CN2C(=O)CSc3ccc(C(=O)NCCc4ccc(Cl)cc4)cc32)c1	11
CCOc1ccc(S(=O)(=O)N2CCSC2c2ccc(Cl)cc2)cc1 (stereo not given)	-4
CCC1CCCCN1CCNS(=O)(=O)c1cc(Br)cc2c1N(C(C)=O)CC2 (stereo not given)	-6
CCOCCOC(=O)COc1ccc(N2C(=O)c3ccccc3C2=O)cc1	3
CSc1ccccc1NC(=O)CSc1nc2ccccc2[nH]1	-2
Cc1nc(N)sc1-c1csc(N(C)c2ccc(O)cc2)n1	-1
Cc1cc(C)nc(NS(=O)(=O)c2ccc(NC(=O)CCC3COc4ccccc4O3)cc2)n1 (stereo not given)	-5
CC1(C)CC(=O)c2cc3c(N)c(C(=O)N(c4ccccc4)c4ccccc4)sc3nc2C1	-2
O=S(=O)(NCc1csc(-c2cccnc2)n1)c1cccs1	-10
Later entries
SMILES	14-3-3 PPI
Cc1sc2ncnc(N3CCCCC3C)c2c1C (stereo not given)	4
Cc1nc2sc(C(c3ccco3)N3CCCC(C)C3)c(O)n2n1 (stereo not given)	-13
CCn1c(N)c(C(=O)NCc2cccnc2)sc1=S	0
COc1ccc(C(O)c2nccn2Cc2ccccc2)cc1 (stereo not given)	-8
COc1cc(NC(=O)c2cccc3c2C(=O)N(Cc2cccnc2)C3)cc(OC)c1OC	-2
CCOC(=O)c1ccc2ncc(C(=O)OCC)c(Nc3ccc(C)c(Br)c3)c2c1	-2
O=S(=O)(c1ccc(Cl)cc1)c1nc(-c2ccco2)oc1NCc1ccccc1	-9
COc1cc2c(=O)n(Cc3ccccc3Cl)c(=O)n(CC(=O)NCc3ccc(C)cc3)c2cc1OC	-7
CCCSc1nnc(-c2c[nH]c3ccccc23)n1CCOC	2
CCc1ccc(-n2c(=O)c3c(C)c(C(=O)N(C)C)sc3n(CC(=O)NCC3CCCO3)c2=O)cc1 (stereo not given)	4
COc1cccc(C2C(C(=O)Nc3ccccn3)=C(C)NC3=C2C(=O)CC(C)(C)C3)c1OC (stereo not given)	-13
CCOC(=O)c1ccc(NC(=O)c2ccc3c(c2)OCO3)cc1	-5
O=C(CSc1nnc(COc2ccccc2)n1-c1ccccc1)Nc1ccc(Br)cc1	-1
CC1=C(C(=O)OC(C)C)C(c2ccccc2Cl)C2=C(CC(C)(C)CC2=O)N1 (stereo not given)	-27
CCCC(=O)n1nc(-c2ccco2)nc1SCc1ccccc1	-3
Cc1ccccc1OCCn1c(C)nc2ccccc21	3
Cn1ccnc1SCC(=O)Nc1ncc(Br)cc1Br	-37
COC(=O)CNC(c1ccccc1)c1cc(Br)ccc1N=Cc1ccccc1O (stereo not given)	-97
O=C(CSc1nnc(-c2ccco2)n1-c1ccccc1)NCc1ccc2c(c1)OCO2	-2
CCOC(=O)C1CCCN(C(=O)CCc2ccccc2)C1 (stereo not given)	4
CC1CCCN(c2ncnc3scc(-c4ccccc4)c23)C1 (stereo not given)	-5
O=C1CNCc2[nH]c3ccccc3c2N1c1ccccc1	0
CCOC(=O)c1sc(NC(=O)CN2C(=O)c3cccc4cccc(c34)C2=O)nc1C	1
Cc1cc(C)c(C#N)c(SCc2cn3cc(Cl)ccc3n2)n1	-9
O=C(O)CSCc1c(F)cccc1Cl	-3
COc1ccc(CCN2CCCn3c2nc2c3c(=O)n(Cc3ccccc3F)c(=O)n2C)cc1OC	-4
CCCCOC(=O)c1ccc(NC(=O)c2c(O)c3cccc4c3n(c2=O)CC4)cc1	-1
O=C(c1ccc2c(c1)c(=O)oc1ccccc12)N1CCCCC1	-5
CCOC(=O)C1=C(C)NC(C)=C(C(=O)OCC)C1c1ccc(-c2ccccc2)o1	40*
COC(=O)c1c(NC(=O)CN2CCOCC2)sc2c1CCC(C)C2 (stereo not given)	-6
NC(=O)CCS(=O)CCC(N)=O	-5
CCc1ccc(C2=NNC(=O)CC2)cc1	1
O=[N+]([O-])c1cc(-c2cnc3ccccc3n2)ccc1Oc1ccc(Cl)cc1	1
Cc1cccc2nc(-c3ccsc3)c(Nc3ccc(C(C)C)cc3)n12	-3
COc1ccc2[nH]cc(C3N4CC5(C)CN3CC(C)(C4)C5=O)c2c1 (stereo not given)	-3
COc1ccc(C2C3=C(CCCC3=O)N=C3c4ccccc4C(=O)C32)cc1OC (stereo not given)	-40
CCCCCOC(=O)C1=C(C)Nc2ncnn2C1c1ccncc1 (stereo not given)	-15
O=C1c2ccccc2C(=O)N1CCCCN(C(=O)Cc1ccccc1)c1ccc(Cl)cc1	-3
O=C(NCCOc1ccccc1)c1ncn[nH]1	-9
CNCCc1c(-c2ccccc2)n(-c2ccccc2)c2ccccc12	-10
COc1cccc(-n2nnnc2SCC(=O)Nc2cccc(NC(C)=O)c2)c1	-4
CC(C)CCn1c(SCCc2ccccc2)nc2c1c(=O)n(C)c(=O)n2C	-1
COc1ccc(C=Nc2cccc(N=Cc3ccc(OC)c(OC)c3)c2)cc1OC	-79
Cc1ccc([N+](=O)[O-])cc1NC1OC(CO)C(O)C1O (stereo not given)	2
COc1ccc(S(=O)(=O)N2CCC(C(=O)O)CC2)cc1OC	-6
Cc1ccnc(NC(=O)CCC(=O)N(CC(=O)NC2CCCCC2)c2ccc3c(c2)OCO3)c1	-3
O=C1c2ccccc2C(=O)N1CCc1ccccn1	-9
CCOC(=O)c1cc(C#N)c(SCC(=O)c2cc(C#N)c(SC)nc2C)[nH]c1=O	-24
COc1ccccc1C1C=C(c2ccccc2)Nc2nnnn21 (stereo not given)	-1
CCOC(=O)N1CCC(NC(=O)C2CCCN(S(C)(=O)=O)C2)CC1 (stereo not given)	-2
Cc1ccc(NC(=O)CC(O)(C(F)(F)F)C(F)(F)F)c(Br)c1	-22
O=C(CSc1nccn1-c1ccc(F)cc1)Nc1ccc(OC(F)(F)F)cc1	0
O=C(CC1C(=O)NCCN1C(=O)Nc1ccccc1)Nc1cccc(C(F)(F)F)c1 (stereo not given)	4

As a working copy, part of the list above.
SMILES	14-3-3 PPI
NC(=O)CCS(=O)CCC(N)=O	-5
CCc1ccc(C2=NNC(=O)CC2)cc1	1
O=[N+]([O-])c1cc(-c2cnc3ccccc3n2)ccc1Oc1ccc(Cl)cc1	1
Cc1cccc2nc(-c3ccsc3)c(Nc3ccc(C(C)C)cc3)n12	-3
COc1ccc2[nH]cc(C3N4CC5(C)CN3CC(C)(C4)C5=O)c2c1 (stereo not given)	-3
COc1ccc(C2C3=C(CCCC3=O)N=C3c4ccccc4C(=O)C32)cc1OC (stereo not given)	-40
CCCCCOC(=O)C1=C(C)Nc2ncnn2C1c1ccncc1 (stereo not given)	-15
O=C1c2ccccc2C(=O)N1CCCCN(C(=O)Cc1ccccc1)c1ccc(Cl)cc1	-3
O=C(NCCOc1ccccc1)c1ncn[nH]1	-9
CNCCc1c(-c2ccccc2)n(-c2ccccc2)c2ccccc12	-10
COc1cccc(-n2nnnc2SCC(=O)Nc2cccc(NC(C)=O)c2)c1	-4
CC(C)CCn1c(SCCc2ccccc2)nc2c1c(=O)n(C)c(=O)n2C	-1
COc1ccc(C=Nc2cccc(N=Cc3ccc(OC)c(OC)c3)c2)cc1OC	-79
Cc1ccc([N+](=O)[O-])cc1NC1OC(CO)C(O)C1O (stereo not given)	2
COc1ccc(S(=O)(=O)N2CCC(C(=O)O)CC2)cc1OC	-6
Cc1ccnc(NC(=O)CCC(=O)N(CC(=O)NC2CCCCC2)c2ccc3c(c2)OCO3)c1	-3
O=C1c2ccccc2C(=O)N1CCc1ccccn1	-9
CCOC(=O)c1cc(C#N)c(SCC(=O)c2cc(C#N)c(SC)nc2C)[nH]c1=O	-24
COc1ccccc1C1C=C(c2ccccc2)Nc2nnnn21 (stereo not given)	-1
CCOC(=O)N1CCC(NC(=O)C2CCCN(S(C)(=O)=O)C2)CC1 (stereo not given)	-2
Cc1ccc(NC(=O)CC(O)(C(F)(F)F)C(F)(F)F)c(Br)c1	-22
O=C(CSc1nccn1-c1ccc(F)cc1)Nc1ccc(OC(F)(F)F)cc1	0
